Bioassay records from PubChem.
NPYLR7 ag – activates Aedes aegypti NPYLR7 receptor. HEK293T NPYLR7/Galpha15, GCaMP6s calcium fluorescence. activation, % at 10 µM. hit rate 0.15% among 270,000. AID 1259423; in the data active = activation above about 40%;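 note: 0% = vehicle and 100% = reference agonist at the receptor; some compounds past the cut are filed as inactive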
mcGAS lum – inhibitors of mouse cGAS; Q8C6L5; recombinant cGAS, Kinase-Glo ATP depletion luminescence; inhibition, % at 12.5 µM; hit rate 0.15% among 160,000; AID 1259399;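 note: 0% = negative control wells and 100% = reference inhibitor with no enzyme activity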
hcGAS lum – human cGAS inhibition; inhibition, % at 12.5 µM; recombinant h-cGAS, ATP depletion, Kinase-Glo luminescence; Q8N884; hit rate 0.081% among 290,000;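 note: 0% = vehicle reaction and 100% = reaction without DNA for no activity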
Target sequence (Q8N884 whole entry, looked up): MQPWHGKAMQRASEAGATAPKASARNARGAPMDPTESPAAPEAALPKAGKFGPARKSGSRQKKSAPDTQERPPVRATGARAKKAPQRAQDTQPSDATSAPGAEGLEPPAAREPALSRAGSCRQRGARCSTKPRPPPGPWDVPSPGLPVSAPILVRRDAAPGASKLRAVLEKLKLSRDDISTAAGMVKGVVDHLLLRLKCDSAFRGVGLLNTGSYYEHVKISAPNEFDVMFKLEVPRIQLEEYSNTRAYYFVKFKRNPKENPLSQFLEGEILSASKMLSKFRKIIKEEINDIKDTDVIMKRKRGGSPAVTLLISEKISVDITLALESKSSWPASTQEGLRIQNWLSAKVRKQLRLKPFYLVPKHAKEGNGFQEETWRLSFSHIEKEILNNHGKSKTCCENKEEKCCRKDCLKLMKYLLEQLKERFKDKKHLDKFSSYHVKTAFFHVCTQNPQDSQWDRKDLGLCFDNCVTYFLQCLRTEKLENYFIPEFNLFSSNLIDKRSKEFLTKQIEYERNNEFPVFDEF
Active calls of the source: *; / = not tested or not shown; & = joins results of further samples. Cut-off read from the data, not from the text of the source, unless noted: active = inhibition above about 40%; inactive = the rest.

Preview (four entries):
#1 Cc1cccc(-c2ncc(CNCCCc3ccccc3)cn2)c1
#2 O=S(=O)(Nc1cc(Cl)ccc1F)c1cc(Cl)ccc1Cl
#3 COc1cccc(CN2CCC2(C)C(=O)NCc2cccc3ccccc23)c1OC (configuration not stated)
#4 CCN(C)c1cc(-c2ccnc3[nH]ccc23)ncn1
assay / entry,1,2,3,4
NPYLR7 ag,-3,0,6,1
mcGAS lum,/,-3,/,/
hcGAS lum,-3,-6,-8,-9

Results (from the top)
#1 Cc1cccc(-c2ncc(CNCCCc3ccccc3)cn2)c1
#2 O=S(=O)(Nc1cc(Cl)ccc1F)c1cc(Cl)ccc1Cl
#3 COc1cccc(CN2CCC2(C)C(=O)NCc2cccc3ccccc23)c1OC (configuration not stated)
#4 CCN(C)c1cc(-c2ccnc3[nH]ccc23)ncn1
#5 Cc1cc(NC(=O)CN2CCN(CC3CCCO3)CC2)ccc1Cl (configuration not stated)
#6 Cc1cc(Cl)cc2c3c([nH]c12)CCC(NC(=O)CCN1CCCCC1)C3 (configuration not stated)
#7 COCc1ccc(CN2CCC(CCC(=O)Nc3cccc(OC)c3)CC2)o1
#8 CCCN(CC(=O)Nc1c(-c2ccccc2)c(C)nn1-c1ccc(C)cc1)C(=O)Nc1ccccc1Br
assay / entry,1,2,3,4,5,6,7,8
NPYLR7 ag,-3,0,6,1,22,18,14,9
mcGAS lum,/,-3,/,/,/,-8,/,-4
hcGAS lum,-3,-6,-8,-9,-5,-6,-10,-2

#9 Cc1nn(-c2ccccc2)c(N2CCCCC2)c1C=C(C#N)C#N
#10 Oc1cccc(Nc2nc3ccccc3n3cnnc23)c1
#11 Cc1ccccc1COc1cn(CC(=O)Nc2cccc(F)c2)c(CO)cc1=O
#12 COC(=O)c1c(N)sc(C)c1C
#13 COc1ccc(CNC(=O)C(=O)Nc2ccc(C)c(F)c2)cc1
#14 C=C(C)CN1CCN(c2cc(C)nc3nc(C(F)(F)F)nn23)CC1
#15 Nc1nnc(SCC(=O)N2CCCc3ccccc32)s1
#16 CC1C2=C(CCCC2=O)OC(=N)C1C#N (configuration not stated)
assay / entry,9,10,11,12,13,14,15,16
NPYLR7 ag,4,2,-1,7,14,3,0,13
mcGAS lum,/,-3,-6,-4,/,-11,-6,-6
hcGAS lum,0,-3,-6,-3,-5,-15,-3,-5

Of the compounds above, two contain an NH in an aromatic ring.
#4 CCN(C)c1cc(-c2ccnc3[nH]ccc23)ncn1
#6 Cc1cc(Cl)cc2c3c([nH]c12)CCC(NC(=O)CCN1CCCCC1)C3 (configuration not stated)
assay / entry,4,6
NPYLR7 ag,1,18
mcGAS lum,/,-8
hcGAS lum,-9,-6

Later entries:
#17 S=C(NCc1ccco1)NC1CCSc2ccccc21 (configuration not stated)
#18 N=C1C(c2nc3ccccc3c(=O)[nH]2)C(=O)CN1c1ccc([N+](=O)[O-])cc1 (configuration not stated)
#19 COc1cccc(Cc2nsc(N(C)CC(=O)O)n2)c1
#20 CCCCc1ccc(C(=O)N2CCC3(CC2)SCCN3C(=O)c2ccc(Br)cc2)cc1
#21 COc1ccc(-c2noc(CSc3ncccn3)n2)cc1OC
#22 O=C(Nc1ccc2[nH]c(=O)[nH]c2c1)c1ccc(COCC(F)(F)F)cc1
#23 CCOc1ccc(C(C2Sc3nc(C)nn3C2=O)N2CC(C)OC(C)C2)cc1OC (configuration not stated)
#24 CCn1nc(C)c(NC(=O)CN2CCN(C(C)=O)CC2)c1C
assay / entry,17,18,19,20,21,22,23,24
NPYLR7 ag,-2,5,36,/,1,3,-1,12
mcGAS lum,/,-5,/,-6,/,-17,-8,/
hcGAS lum,1,-5,5,-10,-3,-7,-8,3

#25 CCOC(=O)C1=C(Cn2ncc(Cl)c(Cl)c2=O)NC(=O)NC1C (configuration not stated)
#26 O=C(c1cnc(Nc2ccccc2)nc1)N1CCOC(c2ccc(F)cc2)C1 (configuration not stated)
#27 COCC(=O)Nc1cccc(Cc2nc3ccc(C)cc3o2)c1
#28 CC(=O)c1cc(CN2CCN(c3nc(-c4ccccc4)nc4c3CCC4)CC2)cs1
#29 COc1ccc(C(=O)NCCCNC(=O)[C@H]2CCCN2C(=O)CCc2ccccc2)cc1
#30 O=C(Cn1sc2ccccc2c1=O)NC12CC3CC(CC(C3)C1)C2
#31 CCOc1ccc(NC(=O)Cc2ccc(C)s2)cc1
#32 Cc1nn(C)c(Cl)c1CN1CCN2C(=O)CNC(=O)C2C1 (configuration not stated)
assay / entry,25,26,27,28,29,30,31,32
NPYLR7 ag,1,-1,/,-4,17,1,0,-1
mcGAS lum,/,-11,-4,/,-8,-6,/,/
hcGAS lum,-7,-7,-3,-7,-5,-3,-24,-7

#33 CC1(C(=O)NCc2cccc3ccccc23)CCN1Cc1csc2ccccc12 (configuration not stated)
#34 Cc1cc(C)c2oc(=O)n(C3CCN(C(=O)c4cc(F)ccc4F)CC3)c2c1
#35 CC(NC(=O)NCC(=O)N(C)CCc1ccccn1)c1ccncc1 (configuration not stated)
#36 Cc1cc(S(=O)(=O)N2CCCC2C(=O)NCC(F)(F)F)c(C)s1 (configuration not stated)
#37 CCCSc1ncccc1C(=O)N1CCN(c2c(Cc3ccccc3)c(C)nc3ncnn23)CC1
#38 Nc1ncnc(Nc2cccc([N+](=O)[O-])c2)c1[N+](=O)[O-]
#39 CC[C@H](C)[C@H](N)C(=O)N1CCC(Cn2cc(C3CCCC3)nn2)CC1
#40 Cc1cc(C)n(-c2cncc(NC3CCN(CC(F)F)CC3)n2)n1
assay / entry,33,34,35,36,37,38,39,40
NPYLR7 ag,-1,3,-2,10,28,-2,/,-2
mcGAS lum,-1,-7,/,/,-7,-5,-14,-13
hcGAS lum,-2,-11,-5,-10,-7,-4,-1,-10

#41 O=C1CCN(C[C@@H](O)COCc2ccccc2)c2ccsc2CN1Cc1ccccc1
#42 CCc1ncc(C(O)(c2ccccc2)c2ccc(C)cc2)n1C (configuration not stated)
#43 COCCNC(=O)C1(C)CCCN(CCS(=O)(=O)c2ccc(C)cc2)C1 (configuration not stated)
#44 CN1CC2(CCCN(C(=O)c3ccc(Cn4cnnn4)cc3)C2)OC1=O (configuration not stated)
#45 O=C(c1ccc2ccccc2n1)N(CCN1CCCCC1)CC1CCCN(C2CCCC2)C1 (configuration not stated)
#46 COc1ccc(OC)c(/C=C2\SC(=Nc3ccccc3)NC2=O)c1
#47 O=C(Nc1ccc(F)cc1F)c1noc2c1CCC2
#48 Fc1cnc(N2CCN(c3ccccc3)CC2)nc1N1CCN(c2ccccc2)CC1
assay / entry,41,42,43,44,45,46,47,48
NPYLR7 ag,22,10,2,7,3&2,5,2,5&-1
mcGAS lum,-4,/,-1,/,/,0,/,/
hcGAS lum,10,-10,2,-5,-7&-9,0,11,-5&-4

#49 CCOc1ccc(C2=C(C(C)=O)Sc3nnc(Cc4ccc(OC)cc4)n3N2C(C)=O)cc1
#50 O=C(c1ccccc1-n1cnnn1)N1CCCC(N2CCCCC2)C1 (configuration not stated)
#51 CCOC(=O)c1c(N)sc(C(=O)Nc2cc(C(F)(F)F)ccc2Cl)c1C
#52 O=C(CCc1nc(-c2ccc(F)cc2)no1)NC1=NCCS1
#53 CC(C)n1nc(C(=O)N2CCc3ccn(C)c3C2)c2ccccc2c1=O
#54 Cn1cccc(C(=O)NCc2cc(-c3ccc4c(c3)OCO4)on2)c1=O
#55 COCCn1cc(Nc2cnc(C(=O)OC)cn2)cn1
#56 Cc1cnccc1N1CCCN(c2nccc(N3CCC(O)C3)n2)CC1 (configuration not stated)
assay / entry,49,50,51,52,53,54,55,56
NPYLR7 ag,3,6,-9,-2,7,-1,6,/
mcGAS lum,/,-16,/,-4,/,/,/,-12
hcGAS lum,-12,-8,-4,-1,-12,-1,-6,-7

#57 O=C(Nc1nncs1)C1CCN(C(=O)COc2ccc3c(c2)CCC3)CC1
#58 COc1cccc(-c2nnc(NC(=O)c3ccc(S(=O)(=O)N(C)CC4CCCO4)cc3)o2)c1 (configuration not stated)
#59 O=C(CCc1ccccc1)N1CCN(c2nccc(-c3ccc4c(c3)OCO4)n2)CC1
#60 Cn1ccnc1C(O)C1CCN(Cc2cc3n(n2)CCCNC3)CC1 (configuration not stated)
#61 COc1ccccc1C(=O)Oc1cc(C)[nH]c(=O)c1[N+](=O)[O-]
#62 CCOc1ccc(NC(=O)N2CCN(c3nc(-c4ccc(C)cc4)nc(C)c3C)CC2)cc1
#63 CN1CCC(N(C)C(=O)CCC2CCCN(Cc3ccccc3C(F)(F)F)C2)CC1 (configuration not stated)
#64 Cc1cccc(C(=O)N[C@@H](C)C(=O)N2CCN(c3ncccn3)CC2)c1
assay / entry,57,58,59,60,61,62,63,64
NPYLR7 ag,11,-3,28,7,3,-8,0,8
mcGAS lum,/,/,-7,/,-8,0,-11,-7
hcGAS lum,-3,-7,-9,2,-4,-2,-7,-14

#65 Cc1ccccc1-c1ccc(=O)n(CC(=O)N2CCCCC2)n1
#66 COC(=O)c1ccc(S(=O)(=O)NC(C)c2ccccc2Br)cc1 (configuration not stated)
#67 O=C(CCC1CCN(Cc2c(F)cccc2Cl)CC1)N1CCN(c2ccccc2)CC1
#68 O=C(CN1CCN(c2nnc(C3CC3)s2)CC1)N1CCCCCC1
#69 CN(CC1CCCCO1)C(=O)COc1ccccc1O (configuration not stated)
#70 CC(C)(C)n1cc(NC(=O)Nc2cccc(F)c2)cn1
#71 COCCN(CC(=O)N(Cc1cccn1Cc1ccccc1Cl)C1CCCCC1)S(=O)(=O)c1ccc(Br)cc1
#72 CCCCOc1ccc(-c2nc(C=Nc3cccc(Cl)c3)c(O)o2)cc1
assay / entry,65,66,67,68,69,70,71,72
NPYLR7 ag,9,8,12,2,9,1,-3,-8
mcGAS lum,/,/,-11,/,/,/,-3,-6
hcGAS lum,5,-12,-7,-9,0,-6,2,-5

#73 COC(=O)c1nnn(-c2cc(Cl)ccc2C)c1C(=O)OC
#74 C=C(C)Cn1c(=O)c2c(nc3n2CCN3c2cc(C)ccc2C)n(C)c1=O
#75 COc1ccc(N2CCN(C(=O)c3cn(C4CCCCC4)nn3)C(C)C2)cc1 (configuration not stated)
#76 O=C(NCc1cccc(Cl)c1)C1CCCN(S(=O)(=O)c2ccc(F)cc2)C1 (configuration not stated)
#77 C=CCSc1nc2c(c(=O)[nH]1)C(c1ccc(Cl)cc1)C(C(=O)OC(C)C)=C(C)N2 (configuration not stated)
#78 Cc1sc2nc(CN3CCOCC3)nc(Sc3nnc(C4CC4)o3)c2c1C
#79 Cc1cnn(C(C)C2CC2)c1NC(=O)NCCN1CCCCC1=O (configuration not stated)
#80 CNS(=O)(=O)c1ccc(NC(=O)C2CC3C=CC2C3)cc1 (configuration not stated)
assay / entry,73,74,75,76,77,78,79,80
NPYLR7 ag,-1,5,-1,20,-3,10,/,3
mcGAS lum,-2,/,/,/,/,/,-4,/
hcGAS lum,-6,-4,-13,-1,-4,-3,-5,-6

#81 Cc1ccc(C(CCN2CCCC2)Oc2ccc(C(=O)N3CC=CCC3)cc2)o1 (configuration not stated)
#82 O=C1CC(NCc2ccccn2)CN1CCCc1ccccc1 (configuration not stated)
#83 CCCCN1C(=O)C(NC(=O)CC(C)C)(C(F)(F)F)C2=C1CC(C)(C)CC2=O (configuration not stated)
#84 CC(C)COc1nc(-c2cccc(C(F)(F)F)c2)n(-c2ccc(NC(=O)c3ccc(Cl)c(Cl)c3)cc2)n1
#85 O=C(CC1CCS(=O)(=O)C1)Nc1ccc(Oc2ccnc3ccccc23)cc1 (configuration not stated)
#86 Cc1cccnc1CNC(=O)C1(C)CCCN1CC(C)C (configuration not stated)
#87 C[C@H](NC(=O)CN1Cc2ccc(-c3ccc(C#N)cc3)nc2C1=O)c1ccccc1
#88 CC(=O)N1CCN=C1SCc1ccccc1C
assay / entry,81,82,83,84,85,86,87,88
NPYLR7 ag,0,5,-8,19,-3,3,5,4
mcGAS lum,/,/,/,-7,-16,-5,-6,/
hcGAS lum,-10,-9,-7,-4,-11,-11,-8,-9

#89 CC(=O)Nc1ccc(NC(C(=O)N2CCCC2)c2ccccc2)cc1Cl (configuration not stated)
#90 COc1ccc(C(=O)NCC(c2ccc(N(C)C)cc2)N(C)C)cc1OC (configuration not stated)
#91 COc1cc(OC)cc(C(=O)Nc2nc(CN3CC(C)CC(C)C3)cs2)c1 (configuration not stated)
#92 CCOC(=NCCN1CCCC1)NC(=O)c1cccc(C(F)(F)F)c1
#93 CCCCc1oc2ccccc2c1CN(C)S(=O)(=O)N(C)C(C)C
#94 O=C(Nc1ccccc1Cl)N1CCN(c2ccc(-c3ccco3)nn2)CC1
assay / entry,89,90,91,92,93,94
NPYLR7 ag,8,4,-9,-3,-2,-2
mcGAS lum,/,-8,/,-6,/,-8
hcGAS lum,-17,-7,-3,-8,-6,-7
